PPARg SRC2 recr = promotes SRC-2 coactivator recruitment by human PPARgamma; P37231; PPARgamma LBD-SRC-2 recruitment, biochemical; activation, % at 8 µM; hit rate 0.34% among 200,000; in the data active means activation above about 22%;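 further: 0% = vehicle and 100% = reference agonist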
Target sequence (P37231 whole entry, looked up, the tested form may be a part): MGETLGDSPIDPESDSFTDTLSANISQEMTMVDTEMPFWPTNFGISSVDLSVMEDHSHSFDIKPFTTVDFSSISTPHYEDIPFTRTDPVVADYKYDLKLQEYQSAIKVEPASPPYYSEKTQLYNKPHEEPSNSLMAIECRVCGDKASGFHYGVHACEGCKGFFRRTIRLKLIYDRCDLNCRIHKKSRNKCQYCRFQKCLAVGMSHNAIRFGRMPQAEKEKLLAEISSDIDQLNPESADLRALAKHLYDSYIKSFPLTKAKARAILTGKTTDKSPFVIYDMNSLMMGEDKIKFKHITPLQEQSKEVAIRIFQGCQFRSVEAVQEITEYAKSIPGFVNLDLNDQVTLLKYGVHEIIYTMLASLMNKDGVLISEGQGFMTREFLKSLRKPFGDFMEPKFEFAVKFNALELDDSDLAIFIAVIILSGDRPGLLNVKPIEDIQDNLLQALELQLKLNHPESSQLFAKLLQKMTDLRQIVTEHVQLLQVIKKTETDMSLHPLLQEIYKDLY
PPARg SRC1 recr = agonists of human PPARgamma SRC-1 coactivator recruitment; P37231; PPARgamma-SRC-1 coactivator recruitment biochemical assay; activation, % at 8 µM; hit rate 0.41% among 200,000; AID 631; in the data active means activation above about 19%;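 further: 0% = DMSO and 100% = reference agonist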
STAT1 inh = reduces IFN-gamma driven STAT1 reporter signal; NIH 3T3 STAT1-luciferase reporter, luminescence; inhibition, % at 5.5 µM; hit rate 0.35% among 200,000; AID 920;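 active means inhibition above a set limit, the mean inhibition across all tested compounds plus 3 SD, cut at about 34% in these data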;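 further: 0% = IFN-gamma with DMSO and 100% = IFN-gamma with 300 µM nifuroxazide; values of inactives mirror those of a sister screen read the other way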
STAT3 activator = increases IL-6 driven STAT3 reporter signal; AID 871; hit rate 0.91% among 190,000; activation (% of control), % at 5.6 µM; U3A cells, IL-6 STAT3-luciferase reporter, luminescence; 100% = signal with IL-6 EC80 alone;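 active means activation above the screen-wide mean of compound activation plus 3 SD, cut at about 130% in these data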;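 further: 0% = background luminescence of wells with medium and substrate only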
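Assay system – human STAT1-deficient U3A cells with stable STAT3-luciferase reporter · Also added – IL-6 (33 ng/mL) · Schedule – compound 1 h, then IL-6 6 h at 37 °C · Technique – reporter luminescence signal · Evaluation – % activation versus median of IL-6-stimulated wells · Benchmarks – IL-6-only wells as 100% reference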
bIAP activator = intestinal alkaline phosphatase (bovine) activation; purified bovine IAP, CDP-star luminescence, 30 min; hits give high values; fold of DMSO-control signal, blank-subtracted; activation factor at 20 µM; hit rate 0.17% among 200,000; AID 1016;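 active means activation factor of 2 or more at 20 µM, a signal rise over negative controls twice the positive control's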
ROMK mod = modulators of human ROMK potassium channel; P48048; Tet-inducible ROMK, thallium flux fluorescence; actives lie on both sides; B-score at 10 µM; hit rate 2% among 130,000; AID 1918;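 active means signal ratio slope over the read window, or its plate-corrected B-score, at least 3 SD from the plate mean, either direction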;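 further: B-score of the F/F0 ratio slope over 7 to 12 s after thallium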
bIAP inhibitor = intestinal alkaline phosphatase (bovine) inhibition. purified bovine IAP, CDP-star luminescence, 30 min. inhibition, % at 20 µM. 190,000 tested, under 10 active. AID 1019;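 active means over 50% inhibition of intestinal alkaline phosphatase at 20 µM in the single-dose screen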
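Assay system – bovine IAP enzyme · Quantity – bovine IAP at 1/65,000,000 final dilution · Detection – CDP-star luminescence signal · Times – 30 min reaction at room temperature · Also added – CDP-star substrate at 30 µM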
PPARg SRC3 recr = promotes SRC-3 coactivator recruitment by human PPARgamma. P37231. biochemical PPARgamma/SRC-3 coactivator recruitment assay. activation, % at 8 µM. hit rate 0.26% among 200,000; in the data active means activation above about 23%;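 further: 0% = DMSO and 100% = reference agonist; some compounds past the cut are filed as inactive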
SRC2 TRFRET art = counter-screen for PPARgamma SRC-2 recruitment agonists: TR-FRET artefact; hits give high values; TR-FRET ratio at 8 µM; hit rate 0.4% among 200,000; AID 1049; in the data active means TR-FRET ratio above about 2000; further: inactives centre near 1500
STAT3 inh = inhibitors of IL-6 induced STAT3 signaling. U3A cells, IL-6 STAT3-luciferase reporter, luminescence; host cell line lacks STAT1. AID 862. inhibition, % at 5.5 µM. hit rate 0.89% among 190,000;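 active means inhibition above the mean inhibition across all screened compounds plus 3 SD, cut at about 44% in these data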;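 further: 0% = DMSO only wells and 100% = 100 µM nifuroxazide control wells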
TNAP act hiacc = increases human TNAP activity under high phosphate acceptor concentration; purified TNAP, CDP-star luminescence, 1 M DEA, 30 min; hits give high values; 0 = EDTA background, 1 = DMSO-only activity; activation factor at 20 µM; 200,000 tested, under 10 active; AID 1136;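 active means activation factor at least 2 at 20 µM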
Target sequence (P05186 whole entry, looked up): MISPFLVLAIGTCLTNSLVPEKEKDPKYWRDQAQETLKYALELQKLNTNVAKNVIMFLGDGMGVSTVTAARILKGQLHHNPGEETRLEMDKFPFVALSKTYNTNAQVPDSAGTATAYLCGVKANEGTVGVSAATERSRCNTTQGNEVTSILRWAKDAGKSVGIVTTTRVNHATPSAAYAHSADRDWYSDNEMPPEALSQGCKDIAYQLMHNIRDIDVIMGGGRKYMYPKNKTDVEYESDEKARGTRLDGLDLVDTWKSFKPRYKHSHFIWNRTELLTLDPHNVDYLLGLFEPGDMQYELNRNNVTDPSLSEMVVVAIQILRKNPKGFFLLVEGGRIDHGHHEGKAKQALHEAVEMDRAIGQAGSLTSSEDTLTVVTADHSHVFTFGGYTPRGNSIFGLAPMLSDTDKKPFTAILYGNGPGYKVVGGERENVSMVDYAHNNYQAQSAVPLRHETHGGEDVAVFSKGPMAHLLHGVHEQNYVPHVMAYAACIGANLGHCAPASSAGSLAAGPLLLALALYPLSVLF
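Assay system: human TNAP; Input: enzyme diluted 1/800 final; Reagent: CDP-star luminogenic substrate at 100 µM final; Timing: 30 min, room temperature; Signal: luminescence; Evaluation: TNAP activation factor scaled between EDTA and DMSO control wells.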
* = called active by the depositor; / = no result given.

SMILES	PPARg SRC2 recr	PPARg SRC1 recr	STAT1 inh	STAT3 activator	bIAP activator	ROMK mod	bIAP inhibitor	PPARg SRC3 recr	SRC2 TRFRET art	STAT3 inh	TNAP act hiacc
COc1ccccc1OCCn1c(=O)sc2ccccc21	4	5	-2	90	0.9	-0.098	10	2	1770	17	1.1
CCOC(=O)Cc1csc(SCn2nnc3ccccc3c2=O)n1	-3	-6	0	112	1	/	-1	-2	1461	-7	1.1
Cc1ccc(OCCNC(=O)/C=C/c2ccccc2)cc1	7	-5	-12	101	0.9	0.55	6	1	1472	7	1
O=C(C1CCC(CNc2c(N3CCOCC3)c(=O)c2=O)CC1)N1CCN(c2ccccc2)CC1 (centres undefined)	-7	-1	11	95	1.1	/	-6	0	1532	6	1
CCOc1cc(-c2nc(-c3ccc(OC)cc3)no2)cc(OCC)c1OCC	3	0	-4	101	0.9	0.69	9	11	1592	5	1
CC1CN(C2CC(C)(C)NC(C)(C)C2)CCC1=O (centres undefined)	2	-2	-6	94	0.9	0.2	10	3	1479	8	1
COc1cccc(C(=O)NCC(=O)OCC(=O)c2ccccc2)c1	2	-5	-57	111	1.4	/	-38	0	1575	-10	1
Cc1ccc(S(=O)(=O)N2CCN(c3nc(C)nc4sc(C)c(C)c34)CC2)cc1	-6	1	-7	103	1	/	4	-1	1462	1	1
COc1cccc(-c2nc(CS(=O)(=O)CC(=O)NC3CCCc4ccccc43)c(C)o2)c1 (centres undefined)	12	9	2	118	1.1	/	-12	-4	1670	-17	1.1
Cc1ccc(SCC(=O)Nc2ccc(-c3nnc(-c4ccco4)o3)cc2)cc1	4	-9	-31	104	1	/	2	6	1579	0	1
Cc1csc(NC(=O)CSc2nsc(SCC(=O)Nc3nc(C)cs3)c2C#N)n1	8	2	-35	80	1	-0.12	3	11	1622	25	1
O=c1[nH]c2ccccc2nc1/C=C(\O)c1cccs1	-3	6	-51	169*	0.9	-2.5*	9	-2	1450	-84	0.8
CC(C)(C)C(=O)COc1ccccc1[N+](=O)[O-]	-8	3	6	103	0.8	0.93	17	5	1414	6	0.9
Cc1ccc(C2C(C(=O)c3ccco3)=C(O)C(=O)N2c2nnc(C)s2)cc1 (centres undefined)	20	24*	-5	88	1	/	4	34*	1957	22	1
O=C(Nc1ccccc1C(=O)Nc1ccccc1C(=O)NCc1ccco1)c1ccco1	3	2	7	107	0.9	/	11	-2	1481	-8	1
Cc1cc(NC(=O)c2cc(-c3cccnc3)nc3c(C)c(C)ccc23)no1	2	3	-1	89	1	/	3	5	1551	16	1
CCCCc1ccc(NC(=O)CC(C)(C)C)cc1	0	-2	-11	96	0.9	-0.12	9	1	1402	9	1
COc1cc(/C=C2\SC(=O)N(c3ccc(Cl)cc3)C2=O)cc([N+](=O)[O-])c1O	10	6	5	102	0.8	1.7	25	6	1670	2	0.8
CCOC(=O)/C(=N/Nc1ccccc1)N1CCCc2ccccc21	-1	2	0	90	1	/	4	-2	1440	14	1
CC(C)(C)n1ncc2c(=O)n(Cc3ccc(Cl)c(Cl)c3)cnc21	5	8	-8	101	1.1	-0.65	-13	2	1621	8	1
CC1(C)C(C=C(Cl)Cl)C1C(=O)N(Cc1cccc(Cl)c1)C1CCS(=O)(=O)C1 (centres undefined)	-10	-6	3	102	1	-0.59	-2	1	1450	-5	1
NC(=O)NC(=O)CSc1nc(C2CCCCC2)n(-c2ccccc2)n1	4	-2	7	95	1.6	-0.42	-62	2	1664	6	1
Cc1cccc(N2CCN(C(=O)Cn3ccc4ccccc4c3=O)CC2)c1C	5	2	10	84	0.9	/	8	0	1593	23	1
Nc1c([N+](=O)[O-])c(=O)oc2ccccc12	10	12	4	98	0.9	0.0046	6	-2	1572	7	1
Cc1cccc(NC(=S)NC(C)(C)CC(C)(C)C)c1	-3	2	6	102	0.7	-0.37	25	-2	1400	-3	1
COc1cccc(NC(=O)N2CCCC2C(=O)Nc2ccc3c(c2)OCO3)c1 (centres undefined)	-2	-3	1	92	0.8	0.032	23	-3	1709	14	1
CCc1nnc(NC(=O)CSc2nc(-c3ccccc3)nc3ccccc23)s1	4	-1	-4	96	0.9	/	7	4	1605	4	1
O=C1N/C(=N\N=C\c2cccs2)SC1Cc1ccc(Cl)c(Cl)c1 (centres undefined)	10	9	0	99	0.9	0.77	7	2	1690	10	1
CCCc1cc(=O)[nH]c(SCC(=O)NC(=O)OCC)n1	-3	0	-2	99	1	-0.44	5	-14	1559	0	1
S=C(NCc1ccco1)Nc1ccc(Oc2ccccc2)cc1	-1	4	-10	106	1.1	-0.28	-9	2	1478	-2	1
Cc1cc(C)n(-c2ccc(C(=O)Nc3cccnc3Cl)cc2)n1	-1	-9	-1	82	1.2	-1.2	-18	-3	1409	23	1
Nc1nc(Cl)cc(-c2ccccc2)n1	-1	2	3	103	1	-1.4	-2	5	1542	-3	1
N#Cc1ccc(-c2ccc(OCC(=O)NCCCN3CCCC3=O)cc2)cc1	6	4	-7	97	1	-0.89	5	4	1557	7	1
COc1cc2c(C(=O)NCc3ccc(C)o3)cn(CC(C)C)c(=O)c2cc1OC	0	5	-4	103	1.1	0.6	-6	0	1549	3	1
O=C(Nc1ccc2nsnc2c1)N1CCCCCC1	9	5	-16	102	0.8	-0.29	17	4	1775	3	1
C/C(=N\NC(=O)c1c(C)nc2ccccn12)c1cccc([N+](=O)[O-])c1	8	0	5	95	1.2	0.27	-25	3	1704	10	1
O=C(CSc1ccc2ccccc2n1)N1CCC(c2noc3ccc(F)cc23)CC1	-1	-1	-3	97	0.9	-0.54	10	-3	1448	6	1
CCC(=O)NCc1cc(-c2nn(C)c(=O)c3ccccc23)ccc1OC	6	2	12	96	1	-0.029	-3	3	1549	7	1
COc1ccc(/C=N/OC/C(O)=C(\C#N)c2nc3ccccc3[nH]2)cc1	-4	-10	-1	101	0.9	0.24	10	5	1364	3	1
CCn1c2ccccc2c2cc(NC(=O)c3cc(OC)cc(OC)c3)ccc21	8	0	3	128	0.9	1.4	8	2	1530	-33	1
Cc1ccc2nc(SCC(=O)Nc3ccc4sc(C)nc4c3)c(C#N)cc2c1	10	7	-2	95	0.9	/	11	-2	1613	16	1.1
COc1ccc(C2SCC(=O)N2CCc2ccc(OC)c(OC)c2)cc1 (centres undefined)	0	1	28	64	1	3	0	2	1370	45*	1
Cn1c(-c2csc(-c3cccc(C(F)(F)F)c3)n2)n[nH]c1=S	3	5	-1	82	0.5	0.87	48	2	1613	25	1
CCc1c(C)nc2ncnn2c1NCc1cccs1	-3	4	13	94	0.9	/	13	8	1512	11	1.1
COc1ccc(N2CCN(C(=O)CN(Cc3ccc(Cl)cc3)S(C)(=O)=O)CC2)cc1	0	1	15	94	0.9	/	11	3	1539	11	1
Cc1c(NS(=O)(=O)c2cc(Br)cc3c2N(C(=O)C2CC2)CC3)c(=O)n(-c2ccccc2)n1C	-8	5	0	95	1	0.66	-4	-1	1334	8	1
CC1=CC(c2ccccc2)n2nc(N3C(=O)c4ccccc4C3=O)nc2N1 (centres undefined)	-7	-2	-3	101	0.9	/	7	-8	1435	3	1
CCOC(=O)c1sc(=S)n(C)c1NC(=O)c1ccccc1Cl	4	11	4	104	0.9	/	8	-4	1428	-1	1
COCCOc1cc(-n2cccc2)c(Cl)cc1Cl	4	2	-5	96	1	0.021	-4	3	1674	5	1
COc1cc2c(cc1OC)CN(C(C)C(=O)Nc1ccc(NC(C)=O)cc1)CC2 (centres undefined)	4	3	-8	96	0.9	1	6	-3	1458	10	1.1
COC(=O)c1sc(C(=O)OC)c(C(=O)OC)c1C(=O)OC	11	5	7	90	1	-0.25	-1	6	1618	14	1
Nc1nnc(SCC(=O)OCc2ccccc2)s1	-2	-5	3	89	0.9	/	6	1	1749	13	1
O=C1NC2(CCCC2)N=C1c1ccc(Cl)cc1	-2	4	-4	99	0.9	-1.5	13	-8	1415	3	1.1
O=C(COc1ccc2ccccc2c1Br)NNC(=O)Nc1ccccc1	28*	21*	-6	97	1	-0.65	-4	26*	2408*	12	1.1
CCOC(=O)COc1ccc(C(=O)NC2CCCCC2)cc1	5	2	4	96	1	/	-4	2	1622	9	1
Cc1ccc(C2CC(=O)Nc3cc4c(cc32)OCO4)o1 (centres undefined)	12	1	0	104	0.8	0.7	19	6	1593	-4	1
NC(=O)c1ccc(Cc2ncc(C(F)(F)F)cc2Cl)s1	-2	-10	2	116	1.1	/	-9	-5	1427	-13	1
Cc1ccc2c(c1)nnn2C1CCN(C(=O)c2cccs2)CC1	3	6	-2	101	0.9	/	12	0	1721	2	1
O=c1oc2ccccc2cc1-c1nc2ccccc2o1	-10	5	-24	105	0.8	/	16	-15	1558	-1	1
Cc1sc2ncnc(N(C)Cc3ccco3)c2c1C	3	2	12	85	1	-1.3	-1	2	1616	18	1
Continuation:
SMILES	PPARg SRC2 recr	PPARg SRC1 recr	STAT1 inh	STAT3 activator	bIAP activator	ROMK mod	bIAP inhibitor	PPARg SRC3 recr	SRC2 TRFRET art	STAT3 inh	TNAP act hiacc
CCOC(=O)C(Cc1ccccc1)C(=O)Nc1ccc(NC(=O)C(Cc2ccccc2)C(=O)OCC)cc1 (centres undefined)	14	-5	-3	104	1	-0.15	3	2	1806	-2	1.1
COC(=O)c1ccc(NC(=O)Cn2nc(SC)n(N)c2=S)cc1	1	4	-3	99	0.9	/	7	-1	1653	6	1.1
C=CCn1cnc2c(c1=O)c1nc3ccccc3nc1n2/N=C/c1cc(OC)c(OC)c(OC)c1	1	11	-1	87	1.3	0.66	-27	2	1701	21	1
C=CCc1cccc(CNc2nc3ccccc3n2CC)c1O	1	5	12	104	1	/	2	-3	1628	-4	1
Cc1ccnc(N/C=C(/NC(=O)c2ccccc2)C(=O)NN)n1	-2	2	5	101	1.1	0.87	-7	-2	1592	0	1.1
Cc1c2cnn(CC(=O)Nc3c(F)c(F)cc(F)c3F)c(=O)c2c(C)n1Cc1ccc(F)cc1	12	10	10	94	1.1	-0.48	-11	7	1674	12	1

2 entries from above in a different format:
Order of values: PPARg SRC2 recr, PPARg SRC1 recr, STAT1 inh, STAT3 activator, bIAP activator, ROMK mod, bIAP inhibitor, PPARg SRC3 recr, SRC2 TRFRET art, STAT3 inh, TNAP act hiacc
Cc1ccnc(N/C=C(/NC(=O)c2ccccc2)C(=O)NN)n1
  -2, 2, 5, 101, 1.1, 0.87, -7, -2, 1592, 0, 1.1
COC(=O)c1ccc(NC(=O)Cn2nc(SC)n(N)c2=S)cc1
  1, 4, -3, 99, 0.9, /, 7, -1, 1653, 6, 1.1

High-throughput results: PubChem, several laboratories
